# RGS4-Gao reg: modulators of RGS4 binding to Galphao, primary screen, biochemical, multiplexed bead flow cytometry; Guanine nucleotide-binding protein G(o) subunit alpha (Homo sapiens), P09471; actives lie on both sides; binding response (% of control), % at 10 µM; 0.33% of 220,000 active; in the data active = binding response below about 49% or above about 150%; inactive = in between;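 also: fluorescent Galphao activated with aluminum fluoride binding bead-coupled RGS4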
# Target sequence (P09471 whole entry, looked up): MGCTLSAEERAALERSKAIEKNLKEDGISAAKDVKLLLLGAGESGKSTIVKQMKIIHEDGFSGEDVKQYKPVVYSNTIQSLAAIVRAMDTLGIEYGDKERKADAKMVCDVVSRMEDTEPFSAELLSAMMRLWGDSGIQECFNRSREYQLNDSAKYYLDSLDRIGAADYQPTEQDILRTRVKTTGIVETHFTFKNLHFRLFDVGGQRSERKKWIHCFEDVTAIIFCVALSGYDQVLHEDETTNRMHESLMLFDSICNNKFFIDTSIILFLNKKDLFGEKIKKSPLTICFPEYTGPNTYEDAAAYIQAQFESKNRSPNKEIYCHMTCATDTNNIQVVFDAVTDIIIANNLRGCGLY
# Mcl1 Noxa PPI: Mcl-1/Noxa binding inhibitors, primary screen, biochemical, TR-FRET, 1536-well; Induced myeloid leukemia cell differentiation protein Mcl-1 (Homo sapiens), Q07820; inhibition, % at 21.7 µM; TR-FRET Mcl-1/Noxa peptide binding, 2 h; AID 1022, 2008; 1.5% of 220,000 active;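 active = compounds that cut the protein-peptide binding signal by more than 50% relative to plate controls in a single-dose test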;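 also: His-tagged Mcl-1 with rhodamine Noxa BH3 peptide and terbium anti-His antibody; 0% = Mcl-1 plus Noxa peptide wells and 100% = peptide-only wells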
# Target sequence (Q07820 whole entry, looked up): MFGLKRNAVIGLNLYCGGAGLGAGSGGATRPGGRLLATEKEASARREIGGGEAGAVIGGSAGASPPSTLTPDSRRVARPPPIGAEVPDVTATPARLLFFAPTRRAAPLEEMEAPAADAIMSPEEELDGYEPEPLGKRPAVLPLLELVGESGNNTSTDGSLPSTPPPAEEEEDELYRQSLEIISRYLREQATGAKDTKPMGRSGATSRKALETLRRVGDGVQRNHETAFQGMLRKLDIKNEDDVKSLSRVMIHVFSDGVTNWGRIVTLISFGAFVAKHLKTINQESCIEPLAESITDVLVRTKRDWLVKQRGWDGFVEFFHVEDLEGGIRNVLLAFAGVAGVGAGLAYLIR
# Mcl1 Bid PPI: Mcl-1/Bid binding inhibitors, primary screen, biochemical, TR-FRET, 1536-well; Induced myeloid leukemia cell differentiation protein Mcl-1 (Homo sapiens), Q07820; 0.97% of 220,000 active; inhibition, % at 21.7 µM; TR-FRET Mcl-1/Bid-Dy647 peptide binding;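 active = compounds that cut the binding signal by more than half at the single screening dose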;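 also: His-tagged Mcl-1 with europium anti-His antibody binding Bid BH3 peptide; 0% = Mcl-1 plus peptide wells and 100% = peptide-only wells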
# Bim-Bcl-B: inhibitors of Bim-Bcl-B binding, primary screen, biochemical, multiplexed, human Bcl-2 family; bead-based flow cytometry, Bim peptide-Bcl-B binding; 0.073% of 190,000 active; AID 951, 2007; inhibition, % at 10 µM;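 also: 0% = tracer peptide without compound and 100% = reference inhibitor peptide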
# Target sequence (Q9HD36 whole entry, looked up): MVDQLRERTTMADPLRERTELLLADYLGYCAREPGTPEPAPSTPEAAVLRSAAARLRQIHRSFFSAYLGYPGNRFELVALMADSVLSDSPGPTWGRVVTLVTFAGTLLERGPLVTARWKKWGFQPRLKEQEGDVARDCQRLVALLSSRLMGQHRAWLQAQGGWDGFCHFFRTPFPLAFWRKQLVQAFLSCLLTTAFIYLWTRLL
# Bim-Bcl-2: inhibitors of Bim-Bcl-2 binding, primary screen, biochemical, multiplexed, human Bcl-2 family; Apoptosis regulator Bcl-2 (Homo sapiens), P10415; Bead-based flow cytometry, Bim peptide-Bcl-2 binding; inhibition, % at 10 µM; 0.06% of 190,000 active; in the data active = inhibition above about 40%; inconclusive = no clear call, values can overlap the other calls;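 also: 0% = no compound wells with probe peptide and 100% = reference peptide inhibitor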
# Bim-Mcl-1: inhibitors of Bim peptide binding to Mcl-1, primary screen, biochemical, bead-based flow cytometry, multiplex; 0.1% of 190,000 active; inhibition, % at 10 µM; Bim peptide-Mcl-1 binding;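 also: 0% = no compound tracer wells and 100% = peptide blocker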
# Bim-Bcl-XL: inhibitors of Bim-Bcl-XL binding, primary screen, biochemical, multiplexed, bead flow cytometry, human Bcl-XL; Bim peptide-Bcl-XL binding, fluorescence; 0.04% of 190,000 active; inhibition, % at 10 µM; Bcl-2-like protein 1 (Homo sapiens), Q07817; AID 1007, 2008
# RGS8-Gao: RGS8-Galphao binding modulators, primary screen, biochemical, multiplexed bead flow cytometry | Guanine nucleotide-binding protein G(o) subunit alpha (Homo sapiens), P09471 | actives lie on both sides | response (percent of control binding), % at 10 µM | 0.34% of 220,000 active; in the data active = response below about 60% or above about 140%; inactive = in between;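 also: Galphao activated as the GDP aluminium fluoride complex binding bead-coupled RGS8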
# Bim-Bfl-1: inhibitors of Bim binding to Bfl-1, primary screen, biochemical, multiplexed, bead-based flow cytometry. inhibition, % at 10 µM. Bcl-2-related protein A1 (Homo sapiens), Q16548. 0.12% of 190,000 active. Bim-Bfl-1 binding inhibition;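 also: 0% = wells without compound plus tracer and 100% = blocker peptide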
# Bcl-W Bim block: inhibitors of Bim binding to Bcl-W, primary screen, biochemical, multiplexed, bead-based flow cytometry | inhibition, % at 10 µM | AID 952, 2007 | Bim peptide-Bcl-W binding | 0.02% of 190,000 active;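 also: 0% = bound tracer without compound and 100% = peptide blocker; higher means less fluorescent Bim peptide bound to Bcl-W beads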
# RGS7-Gao: RGS7-Galphao binding modulators, primary screen, biochemical, multiplexed bead flow cytometry; Guanine nucleotide-binding protein G(o) subunit alpha (Homo sapiens), P09471; actives lie on both sides; binding response (% of control), % at 10 µM; 0.35% of 220,000 active; AID 1439, 2008; in the data active = binding response below about 49% or above about 150%; inconclusive = no clear call, values can overlap the other calls; inactive = in between;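 also: fluorescent Galphao held in activated GDP-AlF4 state binding bead-coupled RGS7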
# * marks the source's active call; other numbers are inactive results; ? = inconclusive; · = not tested or not shown. Rule as the data show it, unless noted: active = inhibition above about 40%.
SMILES,RGS4-Gao reg,Mcl1 Noxa PPI,Mcl1 Bid PPI,Bim-Bcl-B,Bim-Bcl-2,Bim-Mcl-1,Bim-Bcl-XL,RGS8-Gao,Bim-Bfl-1,Bcl-W Bim block,RGS7-Gao
CCn1cc(/C=N\NC(=O)Cc2ccc([N+](=O)[O-])cc2)c(C)n1,101,6,8,-5,2,1,-1,101,0,-1,100
O=C(NC1CCCCCC1)C(=S)NCCc1ccccc1,103,-17,-14,-31,-1,-5,-10,100,5,-5,106
Cc1cc(NC(=O)CCc2ccc(C)o2)no1,99,-5,-56,6,4,-1,-1,100,1,-1,103
CC(C)C(=O)N1c2ccccc2NC2=C(C(=O)CCC2)C1c1ccc(N(C)C)cc1 (centres undefined),102,30,-42,-8,-2,0,-6,102,-6,1,101
OCCNCc1ccc(-c2ccccc2)cc1,101,22,0,-8,-7,-2,-5,103,-7,0,99
C=C(C)c1cccc(C(C)(C)NC(=O)Nc2nncs2)c1,103,-2,-15,·,·,·,·,102,·,·,?
O=C(O)CNC(=S)NCc1ccccc1,102,5,-30,-9,-4,-5,-5,102,-3,-2,103
O=Cc1ccc(-c2ccccc2C(=O)O)o1,101,10,-21,0,0,0,0,99,-1,1,102
O=C1COc2ccc(C(=O)COC(=O)c3ccco3)cc2N1,100,8,-13,·,·,·,·,105,·,·,?
CCCc1cc(=O)[nH]c(SCc2cccnc2)n1,103,20,1,-4,5,-3,-5,102,1,-5,100
Cc1nnc(SCC(=O)Nc2sccc2C(N)=O)n1Cc1ccccc1,101,6,-5,-2,-4,0,2,98,0,0,98
Cc1ccc(-c2c(C#N)c(N)nc3c2CCCC3)o1,94,20,-10,-6,-1,0,-1,96,-5,1,98
O=C(CC1Nc2ccccc2NC1=O)NCc1cccnc1 (centres undefined),100,20,-28,·,?,·,·,93,·,·,98
COc1ccc(CCNS(=O)(=O)c2ccc3c(c2)CCN3C(=O)CCC(=O)O)cc1OC,101,-3,-28,-7,-9,0,-11,98,-17,3,98
CCN(CC)S(=O)(=O)c1ccc(C(=O)NCC(c2ccc(OC)cc2)N2CCOCC2)cc1 (centres undefined),104,-8,-9,0,0,-1,-3,125,3,-4,112
CCc1nc2ccccc2c(C(=O)OCC(=O)C(C)(C)C)c1C,105,10,-13,-1,0,3,2,103,-3,1,101
Cc1cc(C(=O)NCCCN(C)C)c2ccccc2n1,97,1,2,-4,2,52*,0,100,0,-6,100
C=CCSc1ncnc2c1oc1nc3c(cc12)COC(C)(C)C3,87,5,2,·,·,·,·,87,·,·,?
Cc1c(/C(O)=C2/C(=O)C(=O)N(CCN(C)C)C2c2ccc(C(C)C)cc2)cnn1-c1ccccc1 (centres undefined),97,-29,-78,·,·,·,·,99,·,·,?
CCOC(=O)c1sc(=NC(=O)c2ccc(C)c(C)c2)n(C)c1C,96,1,9,-4,-1,-2,-4,92,-3,-2,87

# Compound profiles, as listed above. Order of screens: RGS4-Gao reg, Mcl1 Noxa PPI, Mcl1 Bid PPI, Bim-Bcl-B, Bim-Bcl-2, Bim-Mcl-1, Bim-Bcl-XL, RGS8-Gao, Bim-Bfl-1, Bcl-W Bim block, RGS7-Gao
# Cc1cc(NC(=O)CCc2ccc(C)o2)no1 as listed: 99, -5, -56, 6, 4, -1, -1, 100, 1, -1, 103
# O=Cc1ccc(-c2ccccc2C(=O)O)o1 as listed: 101, 10, -21, 0, 0, 0, 0, 99, -1, 1, 102
# CCn1cc(/C=N\NC(=O)Cc2ccc([N+](=O)[O-])cc2)c(C)n1 as listed: 101, 6, 8, -5, 2, 1, -1, 101, 0, -1, 100
# CCOC(=O)c1sc(=NC(=O)c2ccc(C)c(C)c2)n(C)c1C as listed: 96, 1, 9, -4, -1, -2, -4, 92, -3, -2, 87

# (more compounds)
SMILES,RGS4-Gao reg,Mcl1 Noxa PPI,Mcl1 Bid PPI,Bim-Bcl-B,Bim-Bcl-2,Bim-Mcl-1,Bim-Bcl-XL,RGS8-Gao,Bim-Bfl-1,Bcl-W Bim block,RGS7-Gao
COc1ccccc1C(=O)N/C(=C\c1ccc(Br)cc1)C(=O)N1CCCC1,91,12,-11,·,·,·,·,96,·,·,?
CCN1C(=O)C(O)(CC(=O)c2ccc3c(c2)OCCO3)c2ccccc21 (centres undefined),106,1,-24,0,0,-2,-4,101,-1,-2,104
COc1cc(CN(C)Cc2nc3cc(C(F)(F)F)ccc3c(=O)[nH]2)ccc1OC(F)F,95,1,1,0,5,2,0,99,0,0,101
CCOC(=O)C1=C(CN2CCN(C(=O)OCC)CC2)NC(=O)NC1c1ccc2c(c1)OCO2 (centres undefined),99,0,-3,-5,-2,-2,-3,99,-5,-3,97
Nc1nc(NCCOCCO)nc(NCC2CCCO2)c1[N+](=O)[O-] (centres undefined),81,5,-24,·,·,·,·,100,·,·,?
COc1ccc(-c2cc(C(F)(F)F)nc(N3CCOCC3)n2)cc1OC,80,14,91*,7,2,6,9,85,7,5,104
CCCc1nnc(SCC(=O)N2CCCC2)n1CC1CCCO1 (centres undefined),91,-3,-2,0,-1,0,-1,94,-1,0,96
CC(=O)NC(CC(=O)c1ccc([N+](=O)[O-])cc1)C(Cl)(Cl)Cl (centres undefined),103,8,-13,-11,-8,-3,-7,102,-13,-4,98
Nc1ccnn1Cc1ccncc1,98,0,-59,0,-1,2,0,100,-2,0,99
C=CCOC(=O)C1=C[C@H](C2CCCCC2)[C@@H](CCCO)[C@H](OCC)O1,103,-33,-5,4,4,2,-1,100,5,-1,107
COC(=O)c1cccc(NC2CC(=O)N(c3ccc(OC)c(OC)c3)C2=O)c1 (centres undefined),100,21,-18,-2,-5,0,0,101,-12,2,100
CCCn1c(SCC(=O)Nc2cccc(C)n2)nnc1C(C)C,102,-9,-28,-1,1,2,1,104,-5,0,100
Cn1c(-c2ccccc2)nc2cnccc21,105,10,-8,·,·,·,·,100,·,·,?
COc1ccc(NC(=S)N2CCN(c3ccccn3)CC2)cc1OC,95,-2,-30,-8,-3,-5,-9,100,-7,-2,100
CC1(C)CC(=O)C(C2=NC(C)(C)Cc3ccccc32)=C(O)C1,99,1,0,-2,1,0,-4,99,0,0,101
COC(=O)c1ccc(CSc2nc3ccccc3s2)o1,100,-12,-15,-16,-14,-8,-11,100,-20,-2,97
O=C(c1cccc(Br)c1)c1conc1C(=O)c1ccco1,95,15,7,-6,0,-2,-6,101,0,-4,103
O=C(CCCc1nc2ccccc2s1)N1CCN(S(=O)(=O)c2cccs2)CC1,85,22,-41,-3,0,0,-1,94,1,-1,101
COc1ccccc1-c1nnc2sc(COc3ccc(Cl)cc3Cl)nn12,104,-26,-28,0,-1,-1,0,102,-3,-1,102
O=C(CSc1nnnn1-c1ccccc1)Nc1nsc(-c2ccccc2)n1,103,-28,7,-1,-5,-2,-7,102,-4,-2,107
C/C(=N\OC(=O)c1ccc(Cl)c(Cl)c1)c1sc(C)nc1C,98,7,-8,-10,-15,-3,-7,101,-16,-1,101
COc1ccc(S(=O)(=O)N(C)c2ccc(C(=O)NCCC(C)C)cc2)cc1,96,-2,-17,-8,-9,0,1,98,-10,0,97
O=C(COC(=O)CCc1ccc(S(=O)(=O)N2CCOCC2)cc1)NCc1ccccc1,101,50,-10,-1,1,0,0,102,-1,0,103
Cc1c(C(O)CN2CCC(C(N)=O)CC2)c2ccccc2n1C (centres undefined),98,16,-48,-3,-6,0,0,101,-2,3,94
CCOC(=O)CC(NC(=O)c1ccccc1F)c1ccc(C)cc1 (centres undefined),104,3,-9,-5,1,-2,-6,99,-2,0,102
O=C(Nc1cccc2ccccc12)N1CCN(Cc2ccc3c(c2)OCO3)CC1,105,-1,-11,-2,-2,-3,-2,104,-3,-4,106
Cc1ccc(-c2nc3ccccc3s2)cc1NC(=O)c1cc(-n2cnnc2)ccc1Cl,99,9,47,1,0,-1,0,100,0,2,96
CC1Cc2ccccc2N1S(=O)(=O)c1cccc(C(=O)Nc2cccnc2)c1 (centres undefined),105,6,-11,·,·,·,·,102,·,·,?
Cn1c(CSCc2ccc(Cl)c(Cl)c2)nnc1SCC(=O)Nc1nccs1,98,15,1,0,1,0,-2,99,0,-3,98
CCCCCCOc1ccc(N2C(=O)CC(N3CCN(C(=O)c4ccco4)CC3)C2=O)cc1 (centres undefined),100,-5,-6,-8,-6,-2,-4,103,-15,-1,100
CCCCNC(=O)NC(C(=O)OC)C12CC3CC(CC(C3)C1)C2 (centres undefined),102,17,-3,-3,-5,-1,-2,103,-6,-1,100
c1ccc2oc(SCc3cn4ccccc4n3)nc2c1,107,-4,-17,-9,-15,-3,-14,106,-15,-1,105
Cc1ccc(CN2CCN(C/C=C/c3ccc(F)cc3)CC2CCO)o1 (centres undefined),100,-2,-49,2,0,15,5,113,2,15,102
COc1ccc(OC)c(/C(O)=C/C(=O)C(=O)Nc2ccccc2OC)c1,99,1,-8,-3,-6,0,-4,97,-11,-1,92
Nc1nc(SCC(=O)Nc2ccccc2)nc2nc3c(cc12)CCCC3,97,21,-3,0,0,1,0,96,0,0,98
COc1ccc(CCNC(=O)CSc2nc(N)c3c(C)c(C)oc3n2)cc1OC,104,13,-5,-5,-5,-1,-6,102,-15,-1,103
CN(C(=S)NC(=O)c1ccccc1)c1c(N)n(Cc2ccccc2)c(=O)[nH]c1=O,100,7,-35,·,·,·,·,99,·,·,?
CCC(C)(C)NC(=O)Cn1c(-c2ccc(C)cc2)noc1=O,102,9,-7,·,·,·,·,103,·,·,?
CCOc1ccccc1NC(=O)CCNC(=O)c1ccc(Cl)cc1,98,-12,-7,0,0,1,0,100,-5,0,95
Cn1nnnc1SCc1ccc(F)cc1,98,-9,-15,16,20,18,23,100,30,13,99
CCOC(=O)Cn1nc(-c2ccc(Cl)cc2)cc1N,102,8,-47,-1,-1,-3,-6,101,-4,0,100
C/C(=N/N=C1/NC(=O)CC(C(=O)O)S1)c1ccccc1 (centres undefined),100,17,-2,-9,-1,-5,-10,101,-9,-8,103
O=C(NC(=S)N1CCN(c2ccc([N+](=O)[O-])cc2)CC1)c1ccccc1Cl,100,28,-29,-2,0,4,-1,102,-4,2,98
CCCNC(=O)c1sc2c(c1C(=O)Nc1ccccn1)CCCC2,101,1,-9,-6,-5,-2,-2,104,-9,-2,100
Cc1ccc(C(=O)NCCSC(C)(C)C)cc1[N+](=O)[O-],101,1,-37,-2,0,-4,-4,104,0,-3,98
CCc1cc2ccc(C)cc2nc1SCC(=O)Nc1cc(OC)c(OC)cc1C(=O)O,103,9,-56,-1,-1,-2,-8,104,-3,-3,102
COc1ccc(CNC(=O)Nc2ccc3c(c2)N(C)C(=O)CS3)cc1,92,32,-15,-7,-5,-4,-3,97,-8,-4,97
